pPAFAH inh = pPAFAH (human) enzyme inhibition. Q13093. recombinant pPAFAH, FP-rhodamine probe fluorescence polarization. inhibition, % at 3.39 µM. 330,000 compounds, 1.5% hits;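 active means inhibition above the mean inhibition across the screen plus 3 SD, cut at about 25% in these data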;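 further: inhibitors block binding of the rhodamine activity-based probe so polarization drops; 0% = enzyme with DMSO and 100% = wells lacking pPAFAH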
Target sequence (Q13093 whole entry, looked up): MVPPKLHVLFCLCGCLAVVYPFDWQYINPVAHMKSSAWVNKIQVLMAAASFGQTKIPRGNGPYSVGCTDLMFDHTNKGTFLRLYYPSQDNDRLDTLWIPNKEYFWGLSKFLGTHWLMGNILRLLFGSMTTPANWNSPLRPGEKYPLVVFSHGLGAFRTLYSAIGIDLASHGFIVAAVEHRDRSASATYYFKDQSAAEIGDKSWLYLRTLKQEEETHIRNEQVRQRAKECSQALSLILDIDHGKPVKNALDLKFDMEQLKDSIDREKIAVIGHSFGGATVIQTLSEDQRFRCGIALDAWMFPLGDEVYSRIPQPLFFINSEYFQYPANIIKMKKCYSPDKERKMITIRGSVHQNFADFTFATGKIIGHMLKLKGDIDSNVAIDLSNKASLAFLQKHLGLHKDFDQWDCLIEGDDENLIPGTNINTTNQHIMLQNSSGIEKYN
PAD4 FP inh = blocks human protein arginine deiminase 4; Q9UM07; recombinant PAD4, RCA probe fluorescence polarization; inhibition, % at 6.36 µM; 330,000 compounds, 0.41% hits;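 active means percent inhibition above a cutoff equal to the mean of all tested compounds plus 3 SD, cut at about 15% in these data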;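 further: 0% = PAD4 with RCA probe and DMSO and 100% = probe without PAD4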
PAFAH1B2 FP inh = inhibitors of human PAFAH1B2 | P68402 | recombinant PAFAH1B2, FP-rhodamine activity probe, fluorescence polarization | inhibition, % at 3.39 µM | 340,000 compounds, 1.2% hits | AID 492953;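 active means inhibition above the mean of all tested compounds plus 3 SD, cut at about 24% in these data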;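 further: 0% = enzyme with DMSO and 100% = wells lacking PAFAH1B2; many of its hits are not listed in these tables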
LYPLA1 counter = blocks human lysophospholipase 1, a PME1 counter-screen | O75608 | recombinant LYPLA1, FP-Rh probe fluorescence polarization | inhibition, % at 5.9 µM | 320,000 compounds, 0.16% hits | AID 2174;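 active means inhibition above the mean of all tested compounds plus 3 SD, set per campaign, cut at about 14% in these data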;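 further: inhibitors block serine hydrolase probe labeling of LYPLA1 so polarization falls; 0% = enzyme with DMSO and 100% = wells lacking LYPLA1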
Target sequence (O75608 whole entry, looked up): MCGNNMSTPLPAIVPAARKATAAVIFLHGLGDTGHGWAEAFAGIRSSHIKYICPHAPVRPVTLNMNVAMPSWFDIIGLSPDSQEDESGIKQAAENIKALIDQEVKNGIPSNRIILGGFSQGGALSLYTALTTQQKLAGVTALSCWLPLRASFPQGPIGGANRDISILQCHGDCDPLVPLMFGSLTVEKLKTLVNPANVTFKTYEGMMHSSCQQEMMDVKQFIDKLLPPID
GSTO1 inh = counter-screen for RBBP9 inhibitors: inhibitors of human GSTO1 | inhibition, % at 5.96 µM | recombinant GSTO1, activity-based probe fluorescence polarization | 300,000 compounds, 1.1% hits | P78417;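 active means inhibition above the campaign mean inhibition plus 3 SD, cut at about 35% in these data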;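 further: 0% = GSTO1-1 with DMSO and 100% = wells lacking GSTO1-1 enzyme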
PAFAH1B3 inh = PAFAH1B3 (human) inhibition | recombinant PAFAH1B3, FP-rhodamine probe, fluorescence polarization | 340,000 compounds, 0.28% hits | Q15102 | AID 492972 | inhibition, % at 3.39 µM;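 active means inhibition above the screen-wide average of all tested compounds plus 3 SD, cut at about 25% in these data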;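 further: 0% = enzyme with DMSO only and 100% = wells lacking PAFAH1B3 protein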
Target sequence (Q15102 whole entry, looked up): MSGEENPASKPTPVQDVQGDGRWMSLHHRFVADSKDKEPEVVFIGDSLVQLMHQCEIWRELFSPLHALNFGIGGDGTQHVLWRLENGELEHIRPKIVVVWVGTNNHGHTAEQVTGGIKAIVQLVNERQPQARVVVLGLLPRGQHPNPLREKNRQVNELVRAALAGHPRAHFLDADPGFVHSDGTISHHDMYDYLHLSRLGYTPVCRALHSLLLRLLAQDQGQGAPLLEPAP
LYPLA2 counter = blocks human lysophospholipase 2, a PME1 counter-screen. 320,000 compounds, 0.38% hits. O95372. AID 2177. recombinant LYPLA2, FP-Rh probe fluorescence polarization. inhibition, % at 5.9 µM;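 active means inhibition above the screen-wide mean plus 3 SD, limit set per campaign, cut at about 26% in these data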;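 further: 0% = LYPLA2 with DMSO and 100% = wells lacking LYPLA2 enzyme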
PME-1 primary = PME-1 (human) inhibition; Q9Y570; inhibition, % at 5.9 µM; 320,000 compounds, 0.53% hits; recombinant PME-1, FP-Rh probe fluorescence polarization;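 active means inhibition above the campaign mean of all compounds plus 3 SD, cut at about 26% in these data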;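 further: competitive labeling of PME-1 active site by serine hydrolase directed probe; 0% = PME-1 with DMSO and 100% = wells lacking PME-1 enzyme; inhibitors block probe labeling so polarization falls and inhibition rises; many of its hits are not listed in these tables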
PAFAH2 FP inh = inhibitors of human PAFAH2; Q99487; recombinant PAFAH2, FP-rhodamine activity probe, fluorescence polarization; inhibition, % at 3.39 µM; 340,000 compounds, 0.99% hits; AID 492956;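 active means inhibition above the mean over all tested compounds plus 3 SD, cut at about 30% in these data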;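 further: inhibitors block probe labeling of enzyme so polarization drops; 0% = enzyme with DMSO and 100% = wells lacking PAFAH2 protein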
Starred values were filed as active, the others as inactive; nt = no result given.

#1 CC(C)C[C@@H]1NC(=O)[C@H](CO)NC(=O)c2cc([N+](=O)[O-])cc(I)c2OCC[C@@H](C(N)=O)NC1=O
#2 O=C(CSc1nnnn1-c1ccccc1)Nc1ccccc1
#3 CCCCCc1nnc(NC(=O)c2ccc3nc[nH]c3c2)s1
#4 CCOc1ccccc1NC(=O)NCc1cccnc1
#5 CCCc1nc(SCc2ccc(Cl)cc2Cl)n[nH]1
#6 Cn1cc(CN2CCC(C(O)c3cccs3)CC2)c(-c2cccc(Cl)c2)n1 (stereo not given)
#7 COc1ccccc1-c1ccc2nnc(SCC(=O)N3CCCC3)n2n1
#8 O=C(Nc1ccc2nc(-c3cccs3)[nH]c2c1)c1ccco1

assay / entry	1	2	3	4	5	6	7	8
pPAFAH inh	0	7	1	-3	2	8	5	5
PAD4 FP inh	-1	-1	-6	2	0	0	2	0
PAFAH1B2 FP inh	4	0	-2	5	5	-2	0	3
LYPLA1 counter	-1	-2	0	-4	-2	-3	0	-2
GSTO1 inh	-14	0	nt	0	1	1	11	-10
PAFAH1B3 inh	3	8	-3	3	1	1	4	14
LYPLA2 counter	-4	1	3	-4	3	6	-2	-8
PME-1 primary	-2	8	-1	-3	4	0	1	1
PAFAH2 FP inh	4	1	0	1	3	2	1	2

#9 CS(=O)(=O)N1CCC(C(=O)N2CCN(C(c3ccccc3)c3ccccc3)CC2)CC1
#10 O=C(Nc1c(Cl)cccc1Cl)c1ccc(-c2ccccc2)cc1
#11 COc1ccc(C(=O)NCCCNC(=O)c2ccc(C)nc2)cc1
#12 CC(C)C(=O)Nc1cccc(NC(=O)c2cc3ccccc3o2)c1
#13 CCCC[C@H](CN[C@@H](CNC)[C@H](C)CC)NCCC12CCC(CC1)C2
#14 CC(=O)Nc1c(I)c(C(=O)N[C@H]2C(O)O[C@H](CO)[C@@H](O)[C@@H]2O)c(I)c(N(C)C(C)=O)c1I (stereo not given in full)
#15 O=C(Nc1nccs1)c1ccc2c(c1)OCO2
#16 Cc1ccc(N2C(=O)[C@@H]3[C@H](C2=O)[C@H]2C=C(C(=O)c4ccccc4)C=CN2[C@@H]3C(=O)c2ccc(Cl)cc2)cc1

assay / entry	9	10	11	12	13	14	15	16
pPAFAH inh	4	-1	0	2	-1	5	1	9
PAD4 FP inh	-2	5	-3	1	5	-1	0	-7
PAFAH1B2 FP inh	3	-2	3	-7	-1	-6	13	-4
LYPLA1 counter	-2	-2	-5	-6	1	-2	-1	-5
GSTO1 inh	4	5	2	-3	6	4	-4	5
PAFAH1B3 inh	10	3	16	0	2	0	10	1
LYPLA2 counter	0	-1	-4	-8	4	-1	4	-4
PME-1 primary	2	-1	5	-7	4	2	6	-6
PAFAH2 FP inh	-1	-3	2	-8	-1	-4	2	-6

#17 Cc1ccc(C(=O)OCC(=O)Nc2ccc3[nH]c(=O)[nH]c3c2)cc1S(=O)(=O)N1CCOCC1
#18 COc1cc(-c2nc(-c3ccncc3)no2)cc(OC)c1OC
#19 COc1ccc(C2CC(c3ccccc3F)=NN2c2ccc(S(N)(=O)=O)cc2)cc1 (stereo not given)
#20 CC(NC(=O)COC(=O)c1ccco1)c1ccccc1 (stereo not given)
#21 Nc1ccc(C(=O)Nc2ccccc2C(=O)O)cc1
#22 CC(NC(=O)C1CCN(S(=O)(=O)c2cnc[nH]2)CC1)c1ccccc1 (stereo not given)
#23 COC(=O)c1ccc(/C=C/c2c(-c3ccc(OC)cc3)oc3ccccc23)cc1
#24 CC(C)n1c(Oc2ccc(F)cc2)nc2c1c(=O)n(C)c(=O)n2C

assay / entry	17	18	19	20	21	22	23	24
pPAFAH inh	2	-4	13	4	3	0	-2	0
PAD4 FP inh	-1	-6	-1	-3	-1	-3	-2	1
PAFAH1B2 FP inh	-1	1	5	3	-3	-3	11	2
LYPLA1 counter	2	1	nt	0	7	5	1	-1
GSTO1 inh	-6	6	nt	2	-14	2	2	9
PAFAH1B3 inh	2	12	7	-1	8	7	6	9
LYPLA2 counter	4	3	nt	4	8	0	-2	3
PME-1 primary	-4	2	nt	-1	8	4	0	2
PAFAH2 FP inh	2	-6	-3	32*	5	5	-1	0

#25 O=C(CCN1C(=O)/C(=C\C=C\c2ccccc2)SC1=S)Nc1ccc(C(=O)O)cc1
#26 CCc1ccccc1OCC(=O)Nc1cc(S(=O)(=O)N(CC)CC)ccc1N1CCOCC1
#27 O=C(Nc1cccc(NC(=O)c2cccc(Cl)c2)c1)c1cccnc1
#28 COc1ccc(Cc2nnc(NC(=O)CS(=O)(=O)c3ccc(C)cc3)s2)cc1OC
#29 CCN(CC)c1ccc(/C=N/N2C(=O)c3ccccc3C2=O)c(O)c1
#30 CC(=O)Nc1sc(NC(=O)c2ccccc2)nc1-c1cccs1
#31 Cc1cccc(NC(=O)NNC(=O)c2c(Cl)c(C)nn2C)c1
#32 COc1ccc(OC)c2[nH]c(=O)c(CCNC(=O)c3ccc(S(=O)(=O)N4CCCC4)cc3)cc12

assay / entry	25	26	27	28	29	30	31	32
pPAFAH inh	11	49*	6	-1	0	8	5	3
PAD4 FP inh	-12	1	-2	6	-2	-3	-3	-7
PAFAH1B2 FP inh	-8	-1	4	3	2	1	-2	0
LYPLA1 counter	-11	-3	-3	3	-3	0	-4	1
GSTO1 inh	-11	nt	-2	7	2	-2	1	-1
PAFAH1B3 inh	-4	-1	1	12	-6	3	-1	13
LYPLA2 counter	-2	-2	-6	8	0	-5	5	-6
PME-1 primary	-17	12	-2	1	-2	0	-3	8
PAFAH2 FP inh	-5	-11	11	5	3	4	2	7

Another view of some results above.
No.	mol	pPAFAH inh	PAD4 FP inh	PAFAH1B2 FP inh	LYPLA1 counter	GSTO1 inh	PAFAH1B3 inh	LYPLA2 counter	PME-1 primary	PAFAH2 FP inh
30	CC(=O)Nc1sc(NC(=O)c2ccccc2)nc1-c1cccs1	8	-3	1	0	-2	3	-5	0	4
26	CCc1ccccc1OCC(=O)Nc1cc(S(=O)(=O)N(CC)CC)ccc1N1CCOCC1	49*	1	-1	-3	nt	-1	-2	12	-11
32	COc1ccc(OC)c2[nH]c(=O)c(CCNC(=O)c3ccc(S(=O)(=O)N4CCCC4)cc3)cc12	3	-7	0	1	-1	13	-6	8	7
25	O=C(CCN1C(=O)/C(=C\C=C\c2ccccc2)SC1=S)Nc1ccc(C(=O)O)cc1	11	-12	-8	-11	-11	-4	-2	-17	-5
28	COc1ccc(Cc2nnc(NC(=O)CS(=O)(=O)c3ccc(C)cc3)s2)cc1OC	-1	6	3	3	7	12	8	1	5
27	O=C(Nc1cccc(NC(=O)c2cccc(Cl)c2)c1)c1cccnc1	6	-2	4	-3	-2	1	-6	-2	11
29	CCN(CC)c1ccc(/C=N/N2C(=O)c3ccccc3C2=O)c(O)c1	0	-2	2	-3	2	-6	0	-2	3

Additional entries
#33 Cc1nn(-c2ccc(Cl)cc2)c2sc(C(=O)N3CCN(c4ccccn4)CC3)cc12
#34 CCN(CC)S(=O)(=O)c1ccc(NC(=O)COC(=O)CCc2cc(OC)c(OC)c(OC)c2)cc1
#35 O=C(C(=O)N1CCCCC1)c1cn(CC(=O)N2CCCCCC2)c2ccccc12
#36 CCOc1ccc(OCCSc2nc(-c3ccccc3)cc(=O)[nH]2)cc1
#37 CCNc1nc(NCC)n2c(SC(C(=O)Nc3cc(Cl)cc(Cl)c3)c3ccccc3)nnc2n1 (stereo not given)
#38 COc1ccc(CNC(=O)[C@H](C)NC(=O)C2CCN(C(=O)[C@@H](N)CCSC)CC2)cc1
#39 O=[N+]([O-])c1ccc2c(c1)C(O)n1ncnc1S2 (stereo not given)
#40 CC(C)CC(N)C(=O)OCc1ccc([N+](=O)[O-])cc1 (stereo not given)

assay / entry	33	34	35	36	37	38	39	40
pPAFAH inh	0	6	4	-1	-3	2	-5	7
PAD4 FP inh	3	5	0	-1	-1	-3	-4	-2
PAFAH1B2 FP inh	3	7	8	4	2	3	5	7
LYPLA1 counter	3	0	-2	1	-5	1	-7	3
GSTO1 inh	-1	4	-4	-2	-2	3	18	9
PAFAH1B3 inh	3	8	9	7	-1	4	5	-2
LYPLA2 counter	4	7	0	0	-7	14	0	5
PME-1 primary	2	0	5	-2	0	4	-8	-3
PAFAH2 FP inh	-4	0	-2	4	-2	2	1	-7

#41 CCOC(=O)[C@H]1[C@H]2COc3cc(OC)ccc3[C@@H]2N2C(=O)c3cc(F)c(F)cc3NC(=O)[C@@]12C
#42 CC(C)CCNC(=O)NC(=O)CSc1ccc(S(=O)(=O)N2CCOCC2)cn1
#43 Cc1ccc(OCCC(=O)Nc2ccc(S(=O)(=O)Nc3cc(C)nc(C)n3)cc2)cc1
#44 O=S(=O)(c1ccc(Br)s1)n1cccn1
#45 Cc1cccc(Cn2c(C)c(C)c3cc(C(=O)NCCN4CCOCC4)ccc32)c1
#46 CN(Cc1ccc(Br)cc1)CC(O)COc1cccc(Br)c1 (stereo not given)
#47 CCC1CCc2c(sc(NC(=O)c3ccco3)c2C(N)=O)C1 (stereo not given)
#48 Cc1nc2nc(C)c(NS(=O)(=O)c3ccc(Cl)cc3)c(=O)n2[nH]1

assay / entry	41	42	43	44	45	46	47	48
pPAFAH inh	-10	3	5	0	8	9	9	0
PAD4 FP inh	0	-4	3	1	-7	-3	-12	-6
PAFAH1B2 FP inh	3	-3	1	10	-4	18	3	4
LYPLA1 counter	-5	-3	2	0	-1	0	-7	2
GSTO1 inh	-3	nt	-3	2	-1	2	-8	-7
PAFAH1B3 inh	0	2	6	8	13	5	1	9
LYPLA2 counter	-7	1	7	8	-1	0	-11	1
PME-1 primary	-7	1	3	-2	-8	0	-11	0
PAFAH2 FP inh	7	4	1	-1	2	1	2	9

#49 NC(=O)CC(NC(=O)Cc1ccc(Cl)cc1)c1ccc(NCCN2CCOCC2)c([N+](=O)[O-])c1 (stereo not given)
#50 Cn1nc(C(=O)N2CCc3ccccc3C2)c2ccccc2c1=O
#51 CS(=O)(=O)N(CC(=O)NCCSCc1ccccc1)c1ccccc1Cl
#52 CCc1nnc(NC(=O)CC23CC4CC(CC(Br)(C4)C2)C3)s1
#53 COc1ccc(NC(=O)Cc2nnc(N)s2)cc1
#54 CCN(CC)S(=O)(=O)c1ccc(-c2nnc(SCC(=O)N3c4ccccc4CC3C)n2CC)cc1 (stereo not given)
#55 CC(C)Cc1nnc(NC(=O)CCNC(=O)c2ccccc2Cl)s1
#56 CC(=O)c1ccc2c(c1)C1C=CCC1C(c1cc3c(cc1Br)OCO3)N2 (stereo not given)
#57 CCN(CC)S(=O)(=O)c1cccc(C(=O)NNC(=O)C2=NN(c3ccccc3)C(=O)CC2)c1
#58 CCOC(=O)C(=CNc1cccnc1Oc1ccc(C)c2c1CCC2)C(=O)OCC
#59 O=C(CN1CCCN(S(=O)(=O)c2ccc(Br)s2)CC1)Nc1ccc(Cl)cc1

assay / entry	49	50	51	52	53	54	55	56	57	58	59
pPAFAH inh	-3	4	7	9	5	-1	-3	3	4	-1	7
PAD4 FP inh	-1	2	2	-6	3	4	-4	2	0	-2	1
PAFAH1B2 FP inh	8	1	12	27*	1	1	6	1	0	3	1
LYPLA1 counter	0	0	-1	-3	1	-6	1	-4	0	1	-5
GSTO1 inh	23	6	1	1	11	5	nt	1	12	5	24
PAFAH1B3 inh	10	7	1	10	12	6	6	8	10	2	-8
LYPLA2 counter	-2	-1	-1	0	8	-9	7	-3	-3	-2	21
PME-1 primary	7	2	-5	1	4	5	3	1	-3	-3	-4
PAFAH2 FP inh	3	10	3	2	13	-1	1	1	9	-3	4

Source: PubChem BioAssay

Only part of the results is shown (hit frequency here may not be typical).
